TNF necrop inh = inhibitors of TNF-alpha triggered necroptosis, primary screen, cell-based, Jurkat FADD-/-, single concentration; Jurkat FADD-/- TNF necroptosis rescue, ATP luminescence, 24 h; 0 = TNF only, 100 = no-TNF cells; activation (protection from cell death), % at 10 µM; 220,000 compounds, 0.068% hits; AID 463075, 2010;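 active means activation, meaning protection from cell death, of at least 50% relative to plate controls; inactive means activation below 50%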;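 further: necroptosis triggered by 40 ng/mL TNF-alpha added together with compound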
Rad51 HR inh = human RAD51 strand exchange inhibitors, primary screen, biochemical, fluorescence. 200,000 compounds, 0.085% hits. inhibition, % at 10 µM. hRad51 DNA strand exchange, fluorescence dequenching;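 active means inhibition above 40% at the single screening dose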;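 further: 0% = DMSO control wells and 100% = blanks with heterologous ssDNA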
Target sequence (Q06609 whole entry, looked up): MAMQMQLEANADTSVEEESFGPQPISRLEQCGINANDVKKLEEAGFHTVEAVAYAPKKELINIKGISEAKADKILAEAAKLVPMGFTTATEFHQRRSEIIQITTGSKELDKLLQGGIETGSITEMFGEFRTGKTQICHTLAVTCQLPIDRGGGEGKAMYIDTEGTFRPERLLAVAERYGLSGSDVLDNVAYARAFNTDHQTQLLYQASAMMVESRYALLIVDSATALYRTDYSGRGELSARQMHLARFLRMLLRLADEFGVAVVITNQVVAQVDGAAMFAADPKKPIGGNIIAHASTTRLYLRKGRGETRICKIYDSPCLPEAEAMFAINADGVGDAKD
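material = hRad51 filaments on single-stranded DNA | reagent = Donor/quencher-labelled 47-bp dsDNA substrate | compound = 10 µM final, single point | schedule = strand-exchange reaction 15 min at room temperature | measured by = fluorescein emission 520 nm, excitation 485 nm | read-out basis = % inhibition versus plate control and blank means | benchmarks = plate controls and plate blanks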
L929 necroptosis = inhibitors of zVAD-triggered necroptosis, primary screen, L929 cells; 220,000 compounds, 0.38% hits; L929 zVAD necroptosis rescue, ATP luminescence, 24 h; with zVAD 60 µM; viability rescue, % at 10 µM; AID 1377, 2008;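 active means activation, scaled between plate controls, above about 75%, limit read from the data; inactive means activation under that limit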;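 further: 0% = zVAD with DMSO and 100% = DMSO alone without zVAD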
Cl transport mod = KCC2 cotransporter modulators, thallium flux, primary screen, cell-based, HEK293 KCC2, FluoZin-2 fluorescence, MLSMR; KCC2 cells, thallium flux FluoZin-2 fluorescence; 190,000 compounds, 2.2% hits; AID 1456, 2008; B-score of Tl+ flux slope (higher = more flux/activation; lower = inhibition) at 10 µM;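 active means thallium flux slope and its plate-corrected score both differing from the plate sample mean at a set confidence after two filtering rounds, in either direction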;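 further: slope of fluorescence scaled to starting intensity during 10 to 20 s after thallium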
Mdm2 ligase inh = MDM2-luciferase reporter signal enhancers, primary screen, MDM2 E3 ligase inhibitor project, cell-based, luminescence, 1536-well. E3 ubiquitin-protein ligase Mdm2 (Homo sapiens), Q00987. cell-based MDM2 ubiquitination luciferase reporter, 2 h; 0 = plate control, 100 = twice control, blank-subtracted. signal enhancement, % at 5 µM. 210,000 compounds, 0.11% hits. AID 1230, 2008;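 active means signal enhancement of 30% or more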;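 further: luminescence tracks abundance of the self-degrading MDM2-luciferase fusion protein; higher signal means inhibition of MDM2 E3 ligase activity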
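Test system: stable mammalian line carrying autodegrading MDM2–luciferase fusion reporter; quantity: 2000 cells in each well; times: 4 h cell settling then 2 h compound exposure, 37 °C; detection: luminescence with SteadyLite reagent, 15 min at room temperature; evaluation: percent signal gain over controls, blank-subtracted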
Calpain2 inh = inhibitors of pig calpain II, primary screen, biochemical, fluorogenic peptide substrate, 1536-well. purified calpain II, 30 min. inhibition, % at 16 µM. 220,000 compounds, 0.37% hits;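 active means inhibition above about 50%, limit read from the data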
EBV gp42 inh = Epstein-Barr virus gp42 inhibitors, primary screen, biochemical, uHTS, fluorescence polarization. inhibition, % (tested at 21.74 µM). 220,000 compounds, 0.42% hits. Fluorescence polarization binding assay, mP read-out; in the data active means inhibition above about 50%
Target sequence (Q1HVG2 whole entry, looked up): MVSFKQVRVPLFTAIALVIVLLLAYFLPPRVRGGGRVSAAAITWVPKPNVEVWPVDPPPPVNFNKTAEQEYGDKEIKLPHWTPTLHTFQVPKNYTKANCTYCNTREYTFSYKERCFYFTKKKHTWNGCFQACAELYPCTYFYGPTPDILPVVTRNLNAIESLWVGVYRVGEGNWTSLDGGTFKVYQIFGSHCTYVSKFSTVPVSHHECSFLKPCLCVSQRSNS
PERK inh = block of dimerizer-induced PERK translation repression, primary screen, PERK inhibitor project, CHO PERK-DD cells, SEAP luminescence, HTS. inhibition, % at 5.6 µM. 220,000 compounds, 0.17% hits. Eukaryotic translation initiation factor 2-alpha kinase 3 (Homo sapiens), Q9NZJ5. AID 1416, 2008. CHO PERK-DD fusion, SEAP luminescence translation reporter;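 active means inhibition above the mean inhibition of all tested compounds plus 3 SD, set separately per screening campaign, cut at about 2.9% in these data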;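 further: PERK kinase domain activated by AP20187 dimerizer at 100 nM; 0% = DMSO with dimerizer and 100% = rapamycin at 8.4 µM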
eIF4E 4G PPI = eIF4E–eIF4G protein interaction inhibitors, primary screen, biochemical, uHTS, TR-FRET, eIF4GI fragment; TR-FRET eIF4E-eIF4GI(517-606) binding, 2 h; Eukaryotic translation initiation factor 4E (Mus musculus) + Eukaryotic translation …; 220,000 compounds, 0.37% hits; inhibition, % at 21.7 µM;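 active means inhibition above about 30%, limit read from the data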;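 further: 0% = full FRET control wells and 100% = background wells lacking eIF4GI fragment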
* marks the source's active call; other numbers are inactive results; x = not tested or not shown; [ ] = remark or other dose.

item	structure	TNF necrop inh	Rad51 HR inh	L929 necroptosis	Cl transport mod	Mdm2 ligase inh	Calpain2 inh	EBV gp42 inh	PERK inh	eIF4E 4G PPI
1	COc1cc(OC)c2c(c1)C(=O)OC2OC (stereo unspecified)	1.9	x	0.7	0.61	-4	-5	-11	1.7	0
2	Fc1cc(F)cc(NC(=S)N2CCC(c3ccccc3)C2)c1 (stereo unspecified)	2.4	x	0.3	0.095	x	-2	-5	1.6	3
3	Cc1cc(N/N=C/c2ccccc2F)c2ccccc2n1	-1.3	5	0.4	-0.72	-10	-13	4	1.0	-2
4	COc1ccc(NC(=O)c2ccc(CN3CCN(c4ccccc4)CC3)cc2)cc1	-6.0	7	0.8	0.39	-10	-20	-13	-0.4	4[fluorescence artefact?]
5	O=C(N/N=C/c1cc(Br)ccc1O)c1cccc(N2CCCC2=O)c1	7.6	10	1.2	-0.6	-2	18	0	0.5	-29
6	CCn1nc(CC(=O)Nc2ccc(-n3cnnn3)c(C)c2)c2ccccc2c1=O	1.5	2	0.1	x	-12	-5	-15	-0.6	-6
7	CCSCc1nnc(SCC(=O)Nc2cccc(C(C)=O)c2)n1C	-0.8	23	0.3	0.36	-24	15	3	1.2	2
8	O=c1c2ccccc2n2cnnc2n1-c1ccccc1	-1.5	2	-0.6	x	-6	-14	-29	0.6	3[fluorescence artefact?]
9	O=C(COC(=O)c1c2ccccc2cc2ccccc12)NCC(F)(F)F	2.0	-21	x	0.41	6	7	-4	0.4	-1
10	CC1(C)CC(=O)C2=C(C1)NC(=O)NC2c1ccccc1 (stereo unspecified)	0.6	2	-1.5	-0.23	-16	14	2	1.0	0
11	Nc1cc(F)ccc1N1CCCCCC1	0.9	-7	0.2	0.3	-4	11	-1	0.2	2
12	COc1ccc(C2=[N+](C)CCn3cccc32)c(OC)c1	-0.2	x	1.1	0.44	-32	33	-36	-0.7	1
13	COc1ccc(CN(C)CC(=O)NC2CCCc3ccccc32)cc1OC (stereo unspecified)	1.5	-6	0.8	0.57	-20	-2	2	0.8	-1
14	Cc1cc2oc(=O)cc(Cn3nnc(-c4ccc(Cl)cc4)n3)c2cc1C(C)C	2.1	1	0.2	0.13	-14	-49	1	0.7	1[fluorescence artefact?]
15	O=C(COC(=O)CNC(=O)C1CCCCC1)Nc1ccc2ccccc2c1	-0.8	-7	1.6	0.043	-10	-6	-7	1.3	4
16	O=C(NNC(=O)C1CCCCC1)c1ccco1	0.9	4	1.3	0.97	-13	1	-1	0.0	1
17	COc1ccc(CCN2C(=O)CC(NNC(=O)c3ccccc3Br)C2=O)cc1 (stereo unspecified)	3.3	-8	0.1	0.095	-3	4	2	-0.6	3[fluorescence artefact?]
18	Cc1cccc(C)c1OCC(=O)Nn1c(=O)[nH]c2ccccc2c1=O	1.2	11	0.6	-0.68	-11	-14	-3	-0.2	1
19	COc1cc(OC)c(N(C)S(=O)(=O)c2cccc(C(=O)OCc3c(C)noc3C)c2)cc1Cl	0.7	1	-0.1	0.14	3	8	0	-0.1	0
20	COc1cccc(N(CC(=O)Nc2cccc(F)c2)S(C)(=O)=O)c1	1.9	0	-0.6	-0.14	-12	10	-26	0.6	1
21	CCOC(=O)c1c(OCCO)nn(-c2ccccc2)c1N	0.2	0	8.3	0.65	-6	-12	-13	-0.3	-3
22	CC(C)(C)OC(=O)N1CCC[C@H]1c1nnc(SCC(=O)Nc2ccc(Br)cc2)o1	-1.2	12	0.5	0.068	-7	-19	-6	-0.9	1
23	NC1=NCc2ccccc21	-1.2	9	0.0	0.76	-23	4	2	1.6	4[fluorescence artefact?]
24	Cc1nc(SCC(=O)c2c[nH]c3ccccc23)n[nH]1	-1.2	-2	0.0	0.13	-9	-17	-24	0.3	7
25	Cc1cc(Nc2ccc(F)cc2C)n2ncnc2n1	-5.2	2	-1.2	-0.88	-11	-7	-18	0.5	-1[fluorescence artefact?]
26	CCCc1nnc(SCC(=O)N2CCCC(C)C2)n1CC1CCCO1 (stereo unspecified)	-1.0	-9	-0.2	0.31	x	11	2	-0.3	-20
27	CCOC(=O)NC(=O)CSc1ccc2ccccc2n1	-1.1	1	3.6	-3.1	-11	13	-13	0.4	4
28	CCOC(=O)c1ccc(NC(=S)Nc2cccc(N)n2)cc1	-3.7	-6	0.5	0.037	1	27	2	-1.4	5
29	CCC(C)NCc1ccc(C(=O)OC)o1 (stereo unspecified)	-0.8	-7	-0.1	0.29	-21	6	-2	0.8	1
30	C/C(=N\NC(=O)c1ccc(Cl)c(Cl)c1)c1cccc(NC(=O)C(C)C)c1	-1.1	0	-0.2	-1.5	-1	24	-13	0.3	3

(more compounds)
no.	Structure	TNF necrop inh	Rad51 HR inh	L929 necroptosis	Cl transport mod	Mdm2 ligase inh	Calpain2 inh	EBV gp42 inh	PERK inh	eIF4E 4G PPI
31	CCn1c(=O)c2cc(C(=O)Nc3cc(C)on3)sc2c2ccccc21	0.4	x	0.9	0.48	-13	-47	-20	1.4	-2
32	NC(=O)CC[C@@H]1NC(=O)[C@H](CO)NC(=O)c2cc([N+](=O)[O-])cc(I)c2OCC[C@@H](C(N)=O)NC1=O	1.0	-4	2.5	0.28	x	-7	-2	0.2	-2
33	COC(=O)c1ccc(NC(=O)Cn2nc(SC)n(N)c2=S)cc1	3.0	-5	1.2	0.064	8	13	-14	0.1	-2
34	Cc1c(NC(=O)C2CCCO2)cccc1[N+](=O)[O-] (stereo unspecified)	0.4	-11	0.4	0.03	-7	-40	-19	1.9	5[fluorescence artefact?]
35	COc1cccc(-c2cc(C(=O)N3CCN(Cc4ccccc4)CC3)no2)c1	0.7	-3	1.2	x	-10	11	4	-0.8	1[fluorescence artefact?]
36	Cc1ccc(SCc2cc(=O)[nH]c(Nc3nc(C)c4ccc(C)cc4n3)n2)cc1	2.0	x	1.4	-0.067	-1	-19	2	1.4	2
37	COc1ccc(CCNCC(=O)Nc2ccc(C)c(S(=O)(=O)N(C)C)c2)cc1	1.6	9	0.9	0.33	-7	3	-7	-0.3	-2
38	O=C(COC(=O)c1ccccc1O)NCCC1=CCCCC1	1.0	6	4.0	-0.2	-7	4	2	0.3	-1
39	COc1ccc2c(Cl)c(-c3nnc(SCC(=O)c4ccccc4)n3C)sc2c1	-11	x	0.5	-0.79	x	-14	0	-0.6	-26
40	CN(CCC#N)C(=O)COC(=O)c1ccc(CNS(=O)(=O)c2ccc(F)c(Cl)c2)cc1	0.4	-8	0.6	0.015	-14	-5	-6	0.9	7
41	O=C(/C=C/c1ccco1)N(Cc1cccc(Br)c1)C1CCS(=O)(=O)C1 (stereo unspecified)	1.0	0	-1.1	0.76	1	-29	-7	-0.7	1
42	COc1ccccc1C(=O)N1CCN(Cc2cn[nH]c2-c2ccc(F)cc2F)CC1	0.7	x	-0.3	x	-8	-7	-2	1.5	-1
43	O=C(C1=C(O)C(=O)N(c2ncccn2)C1c1ccc(F)cc1)c1ccco1 (stereo unspecified)	6.9	x	1.2	-0.19	-10	-12	-7	1.5	-1
44	O=C(O)Cn1c(-c2cscn2)nc2ccccc21	-2.1	-4	-0.1	0.39	-7	-9	-17	0.3	8[fluorescence artefact?]
45	COc1ccc(NC(=O)N2CCN(C(=O)Nc3ccc(OC)cc3)CC2)cc1	0.0	6	0.0	0.47	2	-17	-9	0.1	-1
46	Cc1cnc(NC(=O)c2cccc(S(=O)(=O)N3CC(C)OC(C)C3)c2)s1 (stereo unspecified)	0.7	1	3.5	-1.6	-13	3	-12	-0.1	1
47	O=C(Oc1cccc(-n2cnnn2)c1)c1sc2ccccc2c1Cl	-0.4	-1	0.1	-0.0078	-15	27	-10	0.3	-16
48	O=C(Nc1cccc(S(=O)(=O)N2CCCCC2)c1)c1ccc2ccccc2n1	2.5	25	x	-0.58	-1	22	-18	0.3	2
49	COc1ccc2c(c1)CCc1c(C(=O)NCc3ccc(Cl)cc3)noc1-2	0.1	-4	1.1	1.4	0	-28	7	1.4	-11
50	Brc1ccc(-c2noc(-c3ccccc3)n2)o1	-6.9	-2	-0.2	1.1	-34	-16	-14	-0.2	4
51	CC(=O)Oc1cc2c(C(=O)NCCCN3CCOCC3)c(C)oc2c2ccccc12	-6.9	12	1.8	-0.0044	-6	17	10	0.0	3[fluorescence artefact?]
52	O=C(O)c1ccc(N2C(=O)c3ccc(C(=O)c4cccc([N+](=O)[O-])c4)cc3C2=O)cc1	0.1	2	1.2	-1.6	-11	27	6	-1.0	5
53	O=c1c2[nH]c3cccc(Cl)c3c2ncn1CCN1CCCCC1	3.1	-3	2.8	x	-10	-1	-7	-0.7	-4
54	COc1ccccc1C(=O)COC(=O)c1ccccc1O	0.1	3	1.3	-2.5	-7	6	-2	-0.1	1
55	CCOC(=O)c1sc(NC(=O)c2ccc(S(=O)(=O)N3CCCCCC3)cc2)nc1-c1ccccc1	2.4	3	1.1	0.98	-23	-68	-17	1.1	-4
56	COc1ccc(/C=C/C(=O)Nc2cccc(N3CCOCC3)c2)cc1OC	-6.1	x	0.1	-0.81	8	20	0	-2.0	-1

By substructure: the entries above containing a thiophene ring, fused or not
no.	Structure	TNF necrop inh	Rad51 HR inh	L929 necroptosis	Cl transport mod	Mdm2 ligase inh	Calpain2 inh	EBV gp42 inh	PERK inh	eIF4E 4G PPI
31	CCn1c(=O)c2cc(C(=O)Nc3cc(C)on3)sc2c2ccccc21	0.4	x	0.9	0.48	-13	-47	-20	1.4	-2
39	COc1ccc2c(Cl)c(-c3nnc(SCC(=O)c4ccccc4)n3C)sc2c1	-11	x	0.5	-0.79	x	-14	0	-0.6	-26
47	O=C(Oc1cccc(-n2cnnn2)c1)c1sc2ccccc2c1Cl	-0.4	-1	0.1	-0.0078	-15	27	-10	0.3	-16

Bioassay records: PubChem, several laboratories
